Screens deposited in PubChem by Center for Chemical Genomics, University of Michigan.
Dicer inh – human Dicer pre-microRNA cleavage inhibition | 47,000 compounds, 6% hits | z-score at 25 µM | AID 1347074 | cat-ELCCA pre-miR-21 Dicer processing, chemiluminescence; active compounds read high | Q9UPY3; in the data active = z-score above about 3, passing the limit was not always enough;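 also: plate controls were vehicle for no effect and no enzyme for full effect; higher signal means more uncleaved substrate so more Dicer inhibition; strong numbers were not always called active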
Target sequence (Q9UPY3 whole entry, looked up): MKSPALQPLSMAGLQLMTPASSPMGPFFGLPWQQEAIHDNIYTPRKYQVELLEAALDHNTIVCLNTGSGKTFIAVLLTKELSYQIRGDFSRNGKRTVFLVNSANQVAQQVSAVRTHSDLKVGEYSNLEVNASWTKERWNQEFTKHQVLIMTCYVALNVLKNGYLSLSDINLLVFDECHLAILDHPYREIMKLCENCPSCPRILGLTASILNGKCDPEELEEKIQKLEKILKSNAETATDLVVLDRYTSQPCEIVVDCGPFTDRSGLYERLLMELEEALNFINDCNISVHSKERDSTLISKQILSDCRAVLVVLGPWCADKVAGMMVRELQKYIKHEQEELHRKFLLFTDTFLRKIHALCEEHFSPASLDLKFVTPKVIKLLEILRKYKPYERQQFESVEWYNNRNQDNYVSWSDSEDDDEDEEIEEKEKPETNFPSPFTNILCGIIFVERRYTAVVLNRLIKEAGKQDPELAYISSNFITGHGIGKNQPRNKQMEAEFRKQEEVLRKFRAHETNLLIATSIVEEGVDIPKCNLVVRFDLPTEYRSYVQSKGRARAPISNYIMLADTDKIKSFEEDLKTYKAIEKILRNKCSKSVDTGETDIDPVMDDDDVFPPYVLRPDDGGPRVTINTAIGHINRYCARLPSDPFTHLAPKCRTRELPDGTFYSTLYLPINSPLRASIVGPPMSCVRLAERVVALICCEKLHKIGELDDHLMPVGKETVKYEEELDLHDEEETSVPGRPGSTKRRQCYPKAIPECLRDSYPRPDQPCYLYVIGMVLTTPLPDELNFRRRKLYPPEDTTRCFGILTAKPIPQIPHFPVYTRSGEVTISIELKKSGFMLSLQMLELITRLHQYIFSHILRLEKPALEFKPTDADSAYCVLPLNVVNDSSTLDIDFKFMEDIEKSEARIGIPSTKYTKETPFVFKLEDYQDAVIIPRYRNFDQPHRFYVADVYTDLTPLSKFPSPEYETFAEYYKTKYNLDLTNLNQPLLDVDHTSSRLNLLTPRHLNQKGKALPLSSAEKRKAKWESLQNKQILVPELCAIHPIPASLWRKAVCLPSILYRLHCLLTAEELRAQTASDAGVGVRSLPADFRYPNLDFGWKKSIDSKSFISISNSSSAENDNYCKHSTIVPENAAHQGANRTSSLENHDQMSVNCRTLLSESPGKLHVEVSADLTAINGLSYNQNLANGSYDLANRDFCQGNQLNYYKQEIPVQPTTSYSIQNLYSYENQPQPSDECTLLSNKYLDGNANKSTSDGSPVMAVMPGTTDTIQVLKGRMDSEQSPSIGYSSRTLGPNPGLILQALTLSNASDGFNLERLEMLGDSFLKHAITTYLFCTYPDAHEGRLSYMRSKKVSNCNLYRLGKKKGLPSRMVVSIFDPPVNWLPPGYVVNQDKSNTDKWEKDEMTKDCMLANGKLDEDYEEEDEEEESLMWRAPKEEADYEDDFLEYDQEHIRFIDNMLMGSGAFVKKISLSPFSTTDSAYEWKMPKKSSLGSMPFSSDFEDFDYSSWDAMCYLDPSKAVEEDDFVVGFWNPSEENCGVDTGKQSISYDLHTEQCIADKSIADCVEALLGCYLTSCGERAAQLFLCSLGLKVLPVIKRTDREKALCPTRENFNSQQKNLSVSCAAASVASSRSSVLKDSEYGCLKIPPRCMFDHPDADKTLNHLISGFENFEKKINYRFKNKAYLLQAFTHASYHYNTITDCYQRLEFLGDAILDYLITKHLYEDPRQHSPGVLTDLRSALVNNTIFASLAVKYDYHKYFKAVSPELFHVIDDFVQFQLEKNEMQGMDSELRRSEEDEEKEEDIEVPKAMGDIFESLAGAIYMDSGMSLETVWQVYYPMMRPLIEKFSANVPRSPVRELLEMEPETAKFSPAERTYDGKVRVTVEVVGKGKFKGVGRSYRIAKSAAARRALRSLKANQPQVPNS
An asterisk follows results filed as active. Only part of the results is shown, so the mix of outcomes need not match the whole.

SMILES	Dicer inh
O=C1CSC(c2cccnc2)N1CCc1ccc(Cl)cc1 (stereo not given)	6.5
CSc1n[nH]c(-c2ccccc2)c1C#N	0.6
CSc1sc(C(=O)O)c2c1S(=O)(=O)N(C)c1ccccc1-2	30
O=C(CSc1nc2ccccc2nc1N1CCCC1)N1CCN(c2ccc(F)cc2)CC1	2.6
COC(=O)c1cc(-c2ccc(Cl)cc2)nc2ccc(C)cc12	0.1
O=Cc1c(O)c2ccccc2c2ccccc12	0.77
N#CC1=C(SCc2ccccc2)SC(c2ccccc2O)NC1=O (stereo not given)	-0.06
Cn1cc(C(=O)Nc2ccc(F)c(F)c2F)c(N)n1	-0.87
O=C(c1ccc(Br)cc1)C(C(=O)N1CCc2ccccc2C1)n1ccccc1=O (stereo not given)	-0.35
CCC(C)OC(=O)COc1ccc2c(=O)c(Oc3ccc(C(C)(C)C)cc3)coc2c1 (stereo not given)	-0.56
Cc1c(CN2CCN(c3ccccn3)CC2)sc2ccccc12	0.18
COc1cccc(C2N(Cc3ccccc3)CCN2Cc2ccccc2)c1O	-0.01
CC1=C(C(=O)OCC2CCCO2)C(c2cccc(C)c2)C2=C(CC(C)(C)CC2=O)N1 (stereo not given)	2.2
COc1ccccc1C1/C(=C(\O)c2ccc(Cl)cc2)C(=O)C(=O)N1CCCn1ccnc1 (stereo not given)	-3.2
O=c1nc(-c2ccc(Cl)cc2)c2ccccc2[nH]1	-0.4
Cn1ncc(Br)c1NC(=O)CN1CCOCC1	-0.47
COCc1cc(=O)[nH]c(SCC(=O)c2ccccc2)n1	0.79
O=C1CC(c2ccccc2)CC2=C1CN(C1CCCCC1)CN2 (stereo not given)	-1.6
CC(C)S(=O)(=O)c1csc(C(N)=O)c1Cl	-2
O=C(Nc1cc2cc([N+](=O)[O-])ccc2oc1=O)c1c(F)cccc1F	0.49
CCOC(=O)C1CCCN(S(=O)(=O)c2c(C)noc2C)C1 (stereo not given)	-4.6
C=CCn1c(NCCCOC)nc2c1c(=O)n(C)c(=O)n2C	-2.2
CCOC(=O)C1=C(CC)NC2=C(C(=O)CC(C)(C)C2)C1c1ccccc1F (stereo not given)	-1.4
O=C(NCC1CC1)Nc1sccc1-n1cccc1	-3
FC(F)(F)c1ccc(CSc2ncc(C(F)(F)F)cc2C(F)(F)F)cc1	-1.1

The list continues.
SMILES	Dicer inh
CN(C)c1ccc(C2C3=C(CC(C)(C)CC3=O)Nc3ccc4ccccc4c32)cc1 (stereo not given)	-0.72
Cc1nn(C(C)(C)C)c(NC(=O)c2ccc(Cl)cc2)c1Br	-3.4
Cn1c(SCC(O)c2ccc(F)cc2)nnc1-c1ccc2ccccc2c1 (stereo not given)	-0.89
CCOc1ccc(/C(O)=C2\C(=O)C(=O)N(c3nnc(C)s3)C2c2ccccc2F)cc1 (stereo not given)	0.96
Brc1cccc(C2Nc3cccc4cccc(c34)N2)c1	5.2*
Cc1ccc(C(=O)CC2(O)C(=O)Nc3ccc(Br)cc32)s1 (stereo not given)	-0.26
COc1ccc(OC)c(C2Oc3nc(SC)nnc3-c3ccccc3N2C(C)=O)c1 (stereo not given)	0.05
CCCCc1c(C)nc(N2CCCC2)[nH]c1=O	-0.24
O=C(O)[C@H]1NCCC[C@H]1C(=O)O	1.5
COc1ccccc1-c1nn(-c2ncccc2C(F)(F)F)c(=O)o1	-1.1
Cc1cc(C)n(NC(=S)NC2CCCC2)c(=O)c1C#N	-1.5
N/C(=N/OC(=O)Nc1ccc(Cl)cc1)c1csc([N+](=O)[O-])c1	5*
CCOc1ccc(N2CC(C(N)=O)CC2=O)cc1 (stereo not given)	0.5
O=C(CCCSc1nc(-c2ccco2)cc(C(F)(F)F)n1)NCc1ccco1	2
O=C1CSC(=O)N1Cc1ccc(CN2C(=O)CSC2=O)cc1	-0.17
COc1cc(NS(=O)(=O)c2ccc(NC(=O)c3ccco3)cc2)nc(OC)n1	0.25
CCC1SC2=NC(C)=C(C(=O)OC)C(c3ccc(OC)cc3)N2C1=O (stereo not given)	-0.81
c1ccc(CN2CCN(c3nc4ccccc4[nH]3)CC2)cc1	-1.2
NNC(=O)CC12CC3CC(CC(C3)C1)C2	0.01
CC(C)(C)NC(=S)Nc1cc(Cl)ccc1Cl	1.6
O=C(NC1CCCCC1)N(Cc1ccccc1)Cc1ccco1	0.97
OC(CNCCNc1ncccc1C(F)(F)F)Cn1ccc2ccccc21 (stereo not given)	-0.43
c1ccc(C2=Nn3c(nnc3-c3cccs3)SC2)cc1	-1.3
N#C/C(=C\NC1CCN(Cc2ccccc2)CC1)S(=O)(=O)c1ccccn1	-0.99
Cn1ncc(C(=O)NN)c1-n1cccc1	0.36

Another view of some results above.
| Molecule | Dicer inh |
| --- | --- |
| COc1ccc(OC)c(C2Oc3nc(SC)nnc3-c3ccccc3N2C(C)=O)c1 (stereo not given) | 0.05 |
| OC(CNCCNc1ncccc1C(F)(F)F)Cn1ccc2ccccc21 (stereo not given) | -0.43 |
| N/C(=N/OC(=O)Nc1ccc(Cl)cc1)c1csc([N+](=O)[O-])c1 | 5* |
| CC(C)(C)NC(=S)Nc1cc(Cl)ccc1Cl | 1.6 |

(continued)
SMILES	Dicer inh
CCn1c2c(c(=O)[nH]c1=O)C(c1cc(Br)ccc1OC)C1=C(N2)c2ccccc2C1=O (stereo not given)	-4.8
O=C(CCSc1nnnn1-c1ccccc1)Nc1ccc2c(c1)OCCO2	-0.04
COC(=O)c1ccc(CN2CCOCC2)o1	0.09
Cc1ccc(O)c(C2=NN3C(C2)c2cc(Br)ccc2OC3c2cccnc2)c1 (stereo not given)	5.2
CCc1nc2ccccc2n2cc3c(=O)n(C)c(=O)n(C)c3c12	0.3
CCCCCn1c(NC2CCCCC2)nc2c1c(=O)[nH]c(=O)n2C	0.14
CCOC(=O)c1ccc([N+](=O)[O-])o1	-2.6
CN(C)c1ccc(/C=N/O)c(F)c1C#N	0.98
CCn1c(Sc2ncnc3c2sc2nc(C)cc(C)c23)nnc1-c1cccs1	-0.72
CC(=O)CSc1sc(C(C)=O)c(-c2ccccc2)c1C#N	-2.8
O=C(Nc1nccs1)C1COc2ccccc2O1 (stereo not given)	0.33
CCSC1=C(C#N)C(=O)NC(c2ccc(OC)c(OC)c2)S1 (stereo not given)	0.5
CSc1nc(COc2ccccc2Cl)nc(-c2cccs2)c1C#N	-1.7
O=C1CCC(C(=O)Nc2ccc(N3CCOCC3)c(Cl)c2)=NN1	0.9
O=C(Nc1cnn(Cc2ccccc2)c1)c1cc2n(n1)C(C(F)(F)F)CC(c1ccco1)N2 (stereo not given)	-0.98
CCS(=O)c1scc(-c2ccc(Cl)cc2)c1C#N (stereo not given)	-0.3
CCOc1ccc(-n2c(-c3ccc4c(c3)OCCO4)c[n+]3c2CCCCC3)cc1	0.22
N#Cc1nn(-c2ccccc2)c(=O)n(Cc2ccccc2)c1=O	0
CC(=O)Oc1ccc(C2C(C#N)=C(C)NC3=C2C(=O)CCC3)cc1 (stereo not given)	-0.67
N#Cc1cccnc1NNC(=O)CC1(CC(=O)O)CCCC1	0.5
Cn1c(=O)c2c(-c3ccccc3)n3c4ccccc4nc(-c4ccncc4)c3c2n(C)c1=O	0.25
CCOC(=O)N=Nc1c(O)[nH]c2ccc(F)cc12	-0.57
Cc1ccc(NC(=S)Nc2ccc(S(=O)(=O)N3CCCCC3)cc2)cc1F	1.3
Cn1c(-c2ccc(F)cc2)cn2cc(-c3ccc(Br)cc3)nc12	0.28
COc1cccc(C2CC(c3ccc(OCc4ccccc4)cc3)n3nc(N)nc3N2)c1 (stereo not given)	0.59

Shown field by field: four of the compounds above
CCn1c(Sc2ncnc3c2sc2nc(C)cc(C)c23)nnc1-c1cccs1
  Dicer inh = -0.72

CCc1nc2ccccc2n2cc3c(=O)n(C)c(=O)n(C)c3c12
  Dicer inh = 0.3

O=C(Nc1nccs1)C1COc2ccccc2O1 (stereo not given)
  Dicer inh = 0.33

CCSC1=C(C#N)C(=O)NC(c2ccc(OC)c(OC)c2)S1 (stereo not given)
  Dicer inh = 0.5

New compounds follow.
SMILES	Dicer inh
CCOc1ccc(-n2c(C)cc(CO)c2C)cc1	-0.27
CCCOC(=O)C1=C(C)NC2=C(C(=O)CCC2)C1c1ccc(C)cc1 (stereo not given)	0.83
COC(=O)C1=C(C)NC2=C(C(=O)CC(C)(C)C2)C1c1ccccc1Cl (stereo not given)	0.16
O=C(Nc1cccnc1)C1COc2ccccc2O1 (stereo not given)	-0.71
CSc1nsc(SCC(=O)NCc2ccco2)n1	-0.97
COCCn1c2c(c(=O)[nH]c1=O)C(c1cccc(Cl)c1)C1=C(N2)c2ccccc2C1=O (stereo not given)	-0.96
O=c1c2ccccc2nnn1-c1ccc(Br)c(Cl)c1	-0.6
O=C(CSc1n[nH]c(=O)n1Cc1ccco1)c1cc(-c2ccccc2)no1	-1.5
COCCN1C(=O)c2oc3ccc(F)cc3c(=O)c2C1c1ccc(C(=O)OC)cc1 (stereo not given)	-1
CC1=NN(c2ccccc2)C(=O)/C1=C1/SC(C(=O)c2ccccc2)=NN1c1ccc(Cl)cc1	-1.2
CNc1nc(SCC(=O)c2ccccc2)nc2sc3c(c12)CCCC3	0.48
Cc1oc(C(C)(C)C)cc1C(=O)NCc1csc2ccc(Cl)cc12	-0.97
CCOC(=O)C1=C(C)Nc2nnnn2C1c1ccc(OC)c(OC)c1 (stereo not given)	1.6
O=C(c1ccccc1)N1c2cc(Cl)ccc2OC1c1ccc(Cl)cc1 (stereo not given)	0.94
O=C(CN1C(C(=O)c2ccccc2)=C(N2CCCCC2)c2ccccc2S1(=O)=O)c1ccccc1	1
CC(C)c1cccc(C(C)C)c1OC(=O)NC(=O)c1c(F)cccc1F	1.5
Cc1cc(C)nc(SC2CC(=O)N(c3ccc(Cl)cc3)C2=O)n1 (stereo not given)	-0.89
CCOC(=O)Cc1csc(NC(=O)c2ccccc2F)n1	-0.37
CCn1c(NCc2cc(Br)ccc2O)nc2ccccc21	1.6
Cc1cc(N=C(N)N=C(N)N)ccc1Br	0.97
COc1ccc2nc(N3C(=O)C(O)=C(C(=O)c4cc5ccccc5o4)C3c3ccc(C)o3)sc2c1 (stereo not given)	1.2
CC1CC(C)CN(c2ncc3c(n2)CC(c2ccc(F)cc2)CC3=O)C1 (stereo not given)	-1.2
N#CCCN(Cc1ccccc1)C(=O)c1ccccc1	-0.67
O=C(O)c1ccc(S(=O)(=O)N2CCOCC2)o1	-0.03
CC1=C(C(=O)OC2CCCCC2)C(c2ccc(C)o2)C2=C(CC(c3ccccc3)CC2=O)N1 (stereo not given)	-0.28

(listing goes on)
SMILES	Dicer inh
Cc1ccc2c(c1)sc(/C=C1\Sc3ccccc3N1CCO)[n+]2C	-0.69
CCCc1c(C(=O)OCC)cnn1-c1ncc(C(=O)OC)c(C(F)(F)F)n1	-0.67
CCCc1ccc(S(=O)(=O)C[N+](=O)[O-])cc1	1.3
Cn1c(=O)c2c(ncn2CC(O)CNc2cccc(Cl)c2)n(C)c1=O (stereo not given)	-2.8
Nc1nc2sc3c(c2cc1C(=O)N1CCOCC1)CCCC3	1.5
COc1ccccc1N1C(=O)C2C(c3ccccc3)=NN(c3ccccc3)C2C1=O (stereo not given)	-0.3
COC(=O)c1ccccc1NC(=S)N(N)CCO	-0.19
O=C(NC(OCc1ccc(F)cc1)(C(F)(F)F)C(F)(F)F)c1ccccc1	0.7
CN1C(=O)C(O)(CC(=O)c2ccccc2O)c2cc(Br)ccc21 (stereo not given)	-0.58
CCn1c2c(c(=O)[nH]c1=O)C(c1ccc(C(=O)O)cc1)C1=C(N2)c2ccccc2C1=O (stereo not given)	-2.9
N#Cc1c(NC(=O)c2ccc(S(=O)(=O)N3CCCC3)cc2)sc2c1CCC2	0.55
CCc1cc(C(=O)c2ccc(OC)cc2)c(NC(=O)COc2ccccc2)s1	-2.1
CCOc1ccc(-n2cnnn2)cc1	-1.4
COC(=O)Cn1c(=O)oc2ccccc21	-0.07
CC(=O)c1sc(-c2cccs2)cc1N	0.55
O=C(Cn1nnc2sc3c(c2c1=O)CCCC3)Nc1ccc(F)c(Cl)c1	3.6*
CC1=NN(c2ccc([N+](=O)[O-])cc2)C(=O)C1[N+](=O)[O-] (stereo not given)	0.69
CCOc1cc2nc3c4ccccc4n(C(C)C)c3nc2cc1OCC	-1.2
Cc1ccc2nc(C(F)(F)F)cc(OCCN(C)C)c2c1	7.8
O=C(Nc1ccccc1SCc1cc([N+](=O)[O-])cc2c1OCOC2)c1ccc(Cl)cc1	-0.22
O=C(Cn1nc(-c2ccc(Cl)cc2)c2ccccc2c1=O)NCC1CCCO1 (stereo not given)	-0.56
CCOc1ccc(C(Nc2cc(C)ccn2)c2ccc3cccnc3c2O)cc1OC (stereo not given)	5.2*
CN1c2ccsc2C(=O)/C(=N\Nc2cccc(C(F)(F)F)c2)S1(=O)=O	-0.36
O=C(NC(=O)N1CCN(c2ccc(C(F)(F)F)cc2[N+](=O)[O-])CC1)c1ccc([N+](=O)[O-])cc1	-0.02
CNc1nsc(C(=O)c2ccc(F)cc2)c1N	3.1
O=C(COc1cccc2cccnc12)N1CCc2ccccc21	-0.06
CC(=O)NC1C(=O)N(C)c2ccc(Cl)cc21 (stereo not given)	-0.68
Cc1ccc2nc(S/C=C/C(=O)c3ccc(Cl)cc3)[nH]c2c1	1.4
NC(=O)c1ccc(C(F)(F)F)[nH]c1=O	-0.75

An excerpt of these results, bar-delimited:
mol | Dicer inh
CCOC(=O)c1ccc([N+](=O)[O-])o1 | -2.6
CCS(=O)c1scc(-c2ccc(Cl)cc2)c1C#N (stereo not given) | -0.3
CN(C)c1ccc(C2C3=C(CC(C)(C)CC3=O)Nc3ccc4ccccc4c32)cc1 (stereo not given) | -0.72
O=c1nc(-c2ccc(Cl)cc2)c2ccccc2[nH]1 | -0.4
Cc1cc(N=C(N)N=C(N)N)ccc1Br | 0.97
O=C1CSC(c2cccnc2)N1CCc1ccc(Cl)cc1 (stereo not given) | 6.5
CC(C)c1cccc(C(C)C)c1OC(=O)NC(=O)c1c(F)cccc1F | 1.5

Looked up above.
For Dicer inh, NC(=O)c1ccc(C(F)(F)F)[nH]c1=O is entered as -0.75
For Dicer inh, CN1C(=O)C(O)(CC(=O)c2ccccc2O)c2cc(Br)ccc21 (stereo not given) is entered as -0.58
